MmCpn inh = Inhibitors of TCP-1 ring complex (TRiC) of Methanococcus maripaludis (MmCpn): qHTS | hit rate 0.031% among 330,000 | AID 504842, 2011 | purified Mm-Cpn ATPase, ADP Transcreener TR-FRET | Chaperonin Mm-Cpn (Methanococcus maripaludis) | Potency, µM (highest dose often 76.9 µM), for the others: at the highest dose activity, negative = inhibition, usual class: inhibitors; note: potency is the fitted concentration of half-maximal effect; % is set by controls: 0 for no effect and ±100 for the full control effect; nearly all actives have a fitted effect of over 80% in size
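ATP (10 uM final) was added to archaeal chaperonin (25 nM final) after 10 min exposure to test compound at 37°C; after 30 min further incubation, ADP was detected by competitive TR-FRET.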
EPAC2 antag = qHTS for Antagonist of cAMP-regulated guanine nucleotide exchange factor 2 (EPAC2): primary screen; EPAC2 GEF exchange of Rap1B-BODIPY-GDP, fluorescence; Potency, µM (doses to about 114 µM), for inactives: at the highest dose activity, negative = inhibition, hits mostly inhibitors; hit rate 0.18% among 360,000; AID 720708, 2013; note: potency is the fitted concentration of half-maximal effect; % is set by controls: 0 for no effect and ±100 for the full control effect; nearly all actives have a fitted effect of over 45% in size; many of its hits are not listed in these tables
Target sequence (Q8WZA2 whole entry, looked up): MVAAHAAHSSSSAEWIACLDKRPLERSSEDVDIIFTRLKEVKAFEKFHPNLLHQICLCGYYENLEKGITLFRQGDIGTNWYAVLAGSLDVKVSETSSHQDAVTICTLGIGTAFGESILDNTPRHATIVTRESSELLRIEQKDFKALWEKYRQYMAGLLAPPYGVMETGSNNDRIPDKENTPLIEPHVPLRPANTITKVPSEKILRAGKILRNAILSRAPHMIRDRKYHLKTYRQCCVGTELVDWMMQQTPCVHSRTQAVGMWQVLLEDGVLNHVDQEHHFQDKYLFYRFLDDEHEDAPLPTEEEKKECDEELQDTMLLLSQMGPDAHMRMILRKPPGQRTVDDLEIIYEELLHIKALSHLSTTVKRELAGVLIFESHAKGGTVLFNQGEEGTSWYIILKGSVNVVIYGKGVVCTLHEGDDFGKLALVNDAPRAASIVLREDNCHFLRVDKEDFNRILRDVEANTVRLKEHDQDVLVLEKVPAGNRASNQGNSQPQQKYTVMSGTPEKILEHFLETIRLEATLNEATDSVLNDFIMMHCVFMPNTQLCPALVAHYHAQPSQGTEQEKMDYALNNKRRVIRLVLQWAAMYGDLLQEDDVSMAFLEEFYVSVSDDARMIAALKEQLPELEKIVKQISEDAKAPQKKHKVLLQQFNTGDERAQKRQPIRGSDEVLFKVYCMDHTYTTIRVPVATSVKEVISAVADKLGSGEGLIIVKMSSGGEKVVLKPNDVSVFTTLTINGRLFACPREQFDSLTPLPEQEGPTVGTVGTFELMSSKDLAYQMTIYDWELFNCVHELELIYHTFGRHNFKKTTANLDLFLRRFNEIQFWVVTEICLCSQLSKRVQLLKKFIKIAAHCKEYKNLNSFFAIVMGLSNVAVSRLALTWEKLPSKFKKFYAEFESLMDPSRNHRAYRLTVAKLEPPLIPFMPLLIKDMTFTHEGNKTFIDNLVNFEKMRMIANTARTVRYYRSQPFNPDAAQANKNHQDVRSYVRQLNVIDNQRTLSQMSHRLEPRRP
PTHR1 agonist = qHTS for PTHR1 Agonists: Primary Screen; Parathyroid hormone/parathyroid hormone-related peptide receptor (Homo sapiens), Q03431; HEK293 GP2 PTHR1 cells, GloSensor cAMP luminescence, 1 h; Potency, µM (highest dose often 115 µM), for inactives: at the highest dose activation, actives largely listed as activators; hit rate 0.075% among 410,000; AID 743266, 2014; note: potency is the fitted concentration of half-maximal effect; nearly all actives have a fitted effect of over 55% in size; some results filed as inactive show a strong effect at the top dose; inactives centre near -15; many of its hits are not listed in these tables
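HEK-293-derived GP2 cells expressing PTHR1 and a GloSensor cAMP reporter, 3,000/well, plated overnight, given luciferin plus IBMX (each 0.5 mM as added) for 1 h at 37 °C, then compound for 1 h at 37 °C. Luminescence was read after 15 min at room temperature.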
CCT modulator = High-Throughput Screening for Modulators of Cytosolic Chaperonin Activity; purified chaperonin ATPase assay, HTRF ADP detection, 30 min; AID 651819, 2012; hit rate 0.3% among 360,000; activity change, % (test concentration not listed), hits read low; in the data active = activity change below about -30%; note: % is set by controls: 0 for no effect and ±100 for the full control effect
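Nucleotide hydrolysis assay: TRiC at 20–40 nM final (set by batch activity) with 10 uM ATP, 30 min at 37 °C, in presence of 76 uM compound. Detection by competitive ADP HTRF, 30 min ambient.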
pAkt inh = HTS Assay for Inhibitors of Akt Phophorylation: Primary Screen | Neuro2A IGF-stimulated pAkt S473 HTRF, 20 min; stronger effect = lower value | activity change, % for hits at 50 µM | hit rate 0.32% among 360,000; in the data active = activity change below about -80%; inconclusive = mostly about -51% to -80%; note: % is set by controls: 0 for no effect and ±100 for the full control effect
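Neuro2A cells (4,500/well, DMEM with 0.5% FBS) were treated with compound at a single 50 µM final concentration, stimulated with 6 nM IGF for 20 min at 37 °C, and lysed. Phospho-Akt Ser473 was read by HTRF as 665/615 ratio ×10^4.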
DRD3 antagonist = qHTS of D3 Dopamine Receptor Antagonist: qHTS; D(3) dopamine receptor (Homo sapiens), P35462; D3R cells, DiscoveRx beta-arrestin luminescence, antagonist mode; stronger effect = lower value; max response, negative = inhibition, %; hit rate 2.5% among 360,000; AID 652054, 2013; in the data active = max response below about -50%; inconclusive = no clear call, values can overlap the other calls; note: % is set by controls: 0 for no effect and ±100 for the full control effect; mostly tested at two doses, the higher about 12 µM
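Cells expressing the human receptor were seeded at 1500 cells/well, incubated overnight at 37 degrees C in 5% CO2, then exposed to library compounds with dopamine controls for 90 minutes at 37 degrees C before luminescent detection.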
EPAC2 agonist = qHTS for Agonist of cAMP-regulated guanine nucleotide exchange factor 4 (EPAC2): primary screen. hit rate 0.079% among 360,000. Potency, µM (top dose mostly 154 µM), without a hit: at the highest dose activation, most hits filed as activators. EPAC2 activation, biochemical qHTS; response scale: 100% = 6.5 mM cAMP response; note: potency is the fitted concentration of half-maximal effect; nearly all actives have a fitted effect of over 50% in size
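EPAC2 (100 nM) mixed with Rap1B loaded with BODIPY-GDP (250 nM) plus 50 uM unlabeled GDP; compounds pinned in, 5 min RT, then read every 5 min for 30 min (ex 480, em 540 nm). Normalized to cAMP control.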
D3 ag = qHTS of D3 Dopamine Receptor Agonist: qHTS | D(3) dopamine receptor (Homo sapiens), P35462 | D3R DiscoveRx beta-arrestin cells, luminescence, 90 min | max activation, % | hit rate 0.58% among 410,000; in the data active = max activation above about 30%; note: 0% is about no effect; mostly tested at two doses, the higher about 12 µM
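Agonist-mode cell screen: cells plated at 1500/well and incubated overnight at 37 °C, then exposed to library compounds for 90 min at 37 °C. Detection reagent was added for 30–60 min at room temperature, and luminescence was read.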
Numbers without * were called inactive; [ ] = dose if it differs, or a comment. Unless noted, calls come from the whole dose curve; as a rule, active = well fitted curve in the direction sought with a large enough effect; inconclusive = small, poorly fitted or top-dose-only effect, or another doubt; inactive = no such curve, though single readings can be large; an effect the other way counts as inactive or inconclusive. Only part of the results is shown; count on the stated rates, not on these rows.

`CCN(CC(=O)Nc1ccc(NC(C)=O)cc1)C(=O)C1CCCN(C(=O)c2ccc(Cl)cc2)C1` (stereo not drawn) gave MmCpn inh -2%, EPAC2 antag 2%, PTHR1 agonist inactive, CCT modulator -1.9, pAkt inh inactive, DRD3 antagonist 29, EPAC2 agonist -3% and D3 ag -3.
For Cc1cc(=O)oc2c(C)c(OC(C)C(=O)NCCCn3ccnc3)ccc12 (stereo not drawn) the results were MmCpn inh 1%, EPAC2 antag 8%, PTHR1 agonist 1%, CCT modulator 1.0, pAkt inh inactive, DRD3 antagonist -13, EPAC2 agonist 8% and D3 ag -3.
COc1ccc(NC(=O)CSc2nnc(-c3ccccn3)n2N)cc1Cl was read as MmCpn inh 1%, EPAC2 antag -1%, PTHR1 agonist -15%[57.5 µM], CCT modulator -0.1, pAkt inh inactive, DRD3 antagonist -13, EPAC2 agonist -2% and D3 ag -17.
`CCc1ccc(-c2cn(-c3nc(C)cc(C)n3)c(=N)o2)cc1` gave MmCpn inh -3%, EPAC2 antag 6%, PTHR1 agonist -8%[57.5 µM], CCT modulator -6.8, pAkt inh inactive, DRD3 antagonist 5, EPAC2 agonist 0% and D3 ag 2.
CCOC(=O)C(C)(C)Sc1nc2c(cnn2-c2ccc(Cl)cc2)c(=O)[nH]1 was read as MmCpn inh 0%, EPAC2 antag 0%, PTHR1 agonist -3%, CCT modulator 1.0, pAkt inh inactive, DRD3 antagonist 5, EPAC2 agonist 3% and D3 ag -1.
`CCOC(=O)C1CCN(C(=O)C2CCN(S(=O)(=O)CC)CC2)CC1` gave MmCpn inh 1%, EPAC2 antag 4%, PTHR1 agonist -25%[57.5 µM], CCT modulator -2.4, pAkt inh inactive, DRD3 antagonist 12, EPAC2 agonist 7% and D3 ag 1.
`Cc1cc(C)c(C(=O)Nc2ccccc2)c(CC(C)(C)C(=O)O)c1` gave MmCpn inh 7%, EPAC2 antag 9%, PTHR1 agonist inactive, CCT modulator -2.4, pAkt inh inactive, DRD3 antagonist -14, EPAC2 agonist 14% and D3 ag -5.
`Nc1nnc(Cc2ccc(Cl)c(Cl)c2)s1` gave MmCpn inh -1%, EPAC2 antag 7%, PTHR1 agonist 0%[57.5 µM], CCT modulator 0.4, pAkt inh inactive, DRD3 antagonist -3, EPAC2 agonist 9% and D3 ag 1.
For Cc1nc(NCCc2ccccc2)c2nnn(Cc3ccccc3)c2n1 the results were MmCpn inh -1%, EPAC2 antag -5%, PTHR1 agonist -2%, CCT modulator 0.1, pAkt inh inactive, DRD3 antagonist 0, EPAC2 agonist -5% and D3 ag 1.
For Cc1ccc(CSC2=NCCN2S(=O)(=O)c2ccc(F)cc2)cc1 the results were MmCpn inh 2%, EPAC2 antag 50µM*, PTHR1 agonist inconclusive, CCT modulator -3.3, pAkt inh inactive, DRD3 antagonist -2, EPAC2 agonist 12% and D3 ag -5.

Nothing new here: an excerpt of the list.
`Cc1cc(C)c(C(=O)Nc2ccccc2)c(CC(C)(C)C(=O)O)c1` gave MmCpn inh 7%, EPAC2 antag 9%, PTHR1 agonist inactive, CCT modulator -2.4, pAkt inh inactive, DRD3 antagonist -14, EPAC2 agonist 14% and D3 ag -5.
`Nc1nnc(Cc2ccc(Cl)c(Cl)c2)s1` gave MmCpn inh -1%, EPAC2 antag 7%, PTHR1 agonist 0%[57.5 µM], CCT modulator 0.4, pAkt inh inactive, DRD3 antagonist -3, EPAC2 agonist 9% and D3 ag 1.
For Cc1nc(NCCc2ccccc2)c2nnn(Cc3ccccc3)c2n1 the results were MmCpn inh -1%, EPAC2 antag -5%, PTHR1 agonist -2%, CCT modulator 0.1, pAkt inh inactive, DRD3 antagonist 0, EPAC2 agonist -5% and D3 ag 1.

(next part)
Screening O=C(Nc1c(Br)cc2c(c1Br)Cc1ccccc1-2)C(F)(F)F returned EPAC2 antag -10%, PTHR1 agonist -37%[inhibitor], CCT modulator -2.7, pAkt inh inactive, DRD3 antagonist 28, EPAC2 agonist 0% and D3 ag 14.
Screening COc1ccc(CN2C[C@@H](CO)O[C@@H](n3cnc4c(NCCO)ncnc43)C2)cc1 returned EPAC2 antag 1%, PTHR1 agonist -11%, CCT modulator 2.9, pAkt inh inactive, DRD3 antagonist -7, EPAC2 agonist 10% and D3 ag 6.
Screening CN(CC(=O)Nc1cccc(F)c1)C(=O)c1cc(S(=O)(=O)N2CCN(c3ccccc3)CC2)ccc1Cl returned MmCpn inh 0%, EPAC2 antag 2%, PTHR1 agonist -82%[inhibitor], CCT modulator -1.0, pAkt inh inactive, DRD3 antagonist -15, EPAC2 agonist 13% and D3 ag 1.
For Cc1ccsc1C(=O)OCc1nc2ccsc2c(=O)[nH]1 the results were MmCpn inh -6%, EPAC2 antag 3%, PTHR1 agonist -23%, CCT modulator -0.9, pAkt inh inactive, DRD3 antagonist -16, EPAC2 agonist -4% and D3 ag -11.
CNc1nnc(C(F)(F)F)s1 was read as MmCpn inh -2%, EPAC2 antag 3%, PTHR1 agonist inactive, CCT modulator 0.8, pAkt inh inactive, DRD3 antagonist 1, EPAC2 agonist 1% and D3 ag -9.
`CC(C)(O)[C@H](O)Cc1cc2ccc(=O)oc2cc1O[C@@H]1O[C@H](CO)[C@@H](O)[C@H](O)[C@H]1O` gave MmCpn inh -2%, EPAC2 antag -19%, PTHR1 agonist -8%, CCT modulator -2.7, pAkt inh inactive, DRD3 antagonist -12, EPAC2 agonist 11% and D3 ag -13.
Cc1cccc(NC(=O)c2ccc(S(=O)(=O)N3CCOCC3)cc2)c1C was read as MmCpn inh -1%, EPAC2 antag -6%, PTHR1 agonist inactive, CCT modulator -5.5, pAkt inh inactive, DRD3 antagonist 3, EPAC2 agonist 11% and D3 ag 1.
`C/C(=C\c1ccccc1)C(=O)NCCc1ccccc1` gave MmCpn inh -1%, EPAC2 antag -7%, PTHR1 agonist -26%, CCT modulator -1.3, pAkt inh inactive, DRD3 antagonist -19, EPAC2 agonist 9% and D3 ag -9.
`CSCc1ccc(C(=O)N2CCCC(Nc3ccc4c(c3)OCCO4)C2)o1` (stereo not drawn) gave MmCpn inh -1%, EPAC2 antag 2%, PTHR1 agonist -22%, CCT modulator -0.2, pAkt inh inactive, DRD3 antagonist 24, EPAC2 agonist 2% and D3 ag 10.
For CCn1c(=O)c(C(=O)NCc2ccc3c(c2)OCO3)c(O)c2ccccc21 the results were MmCpn inh 0%, EPAC2 antag -2%, PTHR1 agonist inactive, CCT modulator -9.2, pAkt inh inactive, DRD3 antagonist -14, EPAC2 agonist 10% and D3 ag 4.
For COc1ccccc1-c1nn(-c2ccccc2)cc1C(=O)N1CCc2ccccc2C1 the results were MmCpn inh -1%, EPAC2 antag -21%, PTHR1 agonist -16%, CCT modulator -0.4, pAkt inh inactive, DRD3 antagonist -12, EPAC2 agonist 13% and D3 ag -1.
For COc1ccc(C(CNC(=O)C(=O)Nc2ccc3c(c2)OCCO3)N2CCN(C)CC2)cc1 (stereo not drawn) the results were MmCpn inh 2%, EPAC2 antag 10%, PTHR1 agonist 6%, CCT modulator -2.0, pAkt inh inactive, DRD3 antagonist 13, EPAC2 agonist 1% and D3 ag -12.
For COc1cc(Nc2nc(SCC#N)nc3ccccc23)cc(OC)c1OC the results were MmCpn inh -1%, EPAC2 antag 0%, PTHR1 agonist -2%[57.5 µM], CCT modulator -2.4, DRD3 antagonist -5, EPAC2 agonist 10% and D3 ag 12.
CCOC(=O)CSc1nnc(NC(=O)c2cccc([N+](=O)[O-])c2C)s1 was read as MmCpn inh 1%, EPAC2 antag 11%, PTHR1 agonist -8%, CCT modulator -0.6, pAkt inh inactive, DRD3 antagonist -8, EPAC2 agonist -5% and D3 ag 4.
O=C(CSc1ncnc2c1cnn2-c1ccccc1)Nc1ccccc1 was read as MmCpn inh -4%, EPAC2 antag 1%, PTHR1 agonist -11%[57.5 µM], CCT modulator 2.0, pAkt inh inactive, DRD3 antagonist 19, EPAC2 agonist -1% and D3 ag 29.
Screening NC(=O)c1cc([N+](=O)[O-])c(Cl)cc1NCc1ccncc1 returned MmCpn inh -2%, EPAC2 antag 3%, PTHR1 agonist inactive, CCT modulator -1.5, pAkt inh inactive, DRD3 antagonist 22, EPAC2 agonist 15% and D3 ag 13.
`COc1ccc(S(=O)(=O)Nc2ccc3c(c2)OCCO3)cc1Cl` gave MmCpn inh 4%, EPAC2 antag -6%, PTHR1 agonist -15%[57.5 µM], CCT modulator -0.9, pAkt inh inactive, DRD3 antagonist 0, EPAC2 agonist 5% and D3 ag -5.
CCN(CC)c1nc(NNC(=O)c2ccccc2)nc(N(CC)CC)n1 was read as EPAC2 antag 14%, PTHR1 agonist -10%, CCT modulator -1.0, pAkt inh inactive, DRD3 antagonist 28, EPAC2 agonist 1% and D3 ag -8.
Screening C/C(=N/NC(=O)c1ccco1)c1ccc(NC(=O)c2ccc(Br)o2)cc1 returned MmCpn inh 0%, EPAC2 antag 8%, PTHR1 agonist inactive, CCT modulator -2.5, pAkt inh inactive, DRD3 antagonist -7, EPAC2 agonist 3% and D3 ag 3.
`Cn1ncc(Br)c1C(=O)Nc1c(F)c(F)cc(F)c1F` gave MmCpn inh -2%, EPAC2 antag 6%, PTHR1 agonist -19%[57.5 µM], CCT modulator 0.1, pAkt inh inactive, DRD3 antagonist 8, EPAC2 agonist 0% and D3 ag 4.
`CCC(=O)NC(=S)Nc1cccc(NC(=O)c2ccccc2C)c1` gave MmCpn inh -1%, EPAC2 antag 4%, PTHR1 agonist inactive, CCT modulator -1.5, pAkt inh inactive, DRD3 antagonist 5, EPAC2 agonist 11% and D3 ag -3.

Source: PubChem BioAssay (National Center for Advancing Translational Sciences (NCATS))
